# Screens: PubChem, National Center for Advancing Translational Sciences (NCATS)
# SNCA expr inhib: inhibitors of alpha-synuclein (SNCA) gene expression; HEK-293 SNCA-luciferase knock-in, luminescence, 24 h; Potency, µM (series often up to 57.2 µM), inactives show top-dose activity change, negative = inhibition, actives largely listed as inhibitors; 140,000 compounds, 0.17% hits;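 also: potency is read from the fitted curve at half-maximal effect; plate controls were DMSO cells for no effect and cell-free wells for full effect; nearly all actives have a fitted effect of over 45% in size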
# HEK cytotox: cytotoxic compounds in HEK 293 cells. HEK 293 viability, ATP luminescence (CellTiter-Glo), 48-72 h. Potency, µM (top dose mostly 115 µM), for the others: top-dose activity change, negative = cytotoxicity, most hits filed as inhibitors. 94,000 compounds, 6.6% hits. AID 1345083; also: potency is read from the fitted curve at half-maximal effect; nearly all actives have a fitted effect of over 60% in size
#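 Cells seeded first (HEK 293, 250 cells/well), then compound added by pintool. Incubation ran 48 or 72 hr at 37 degree Celsius. CellTiter-Glo was added and luminescence imaged after 10 min at room temperature.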
# SNCA viab count: reduces viability of HEK-293 SNCA reporter cells; 150,000 compounds, 0.12% hits; HEK-293-SNCA-luc viability, GF-AFC fluorescence, 24 h; Potency, µM (highest dose often 57.1 µM), without a hit: at the top dose activity change, negative = cytotoxicity, hits mostly cytotoxic;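 also: potency is read from the fitted curve at half-maximal effect; 0% = DMSO-treated cells and -100% = medium-only wells without cells; nearly all actives have a fitted effect of over 30% in size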
#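 Cytotoxicity counterscreen: after 24 h compound treatment of genome-edited SNCA-luciferase HEK-293 cells, live-cell protease substrate GF-AFC read by fluorescence after 30 min; activity scaled between DMSO (0%) and medium-only (-100%), curves Hill-fitted.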
# 3T3 cytotox: cytotoxic compounds in NIH 3T3 cells | 94,000 compounds, 4.3% hits | NIH 3T3 viability, CellTiter-Glo ATP luminescence, 48-72 h | Potency, µM (series often up to 96.7 µM), for the others: at the top dose activity change, negative = cytotoxicity, actives largely listed as inhibitors; also: potency is read from the fitted curve at half-maximal effect; nearly all actives have a fitted effect of over 55% in size
#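 Luminescent ATP readout (CellTiter-Glo, 10 min RT) after 48 or 72 hr compound exposure of NIH 3T3 cells seeded at 400 cells/well in 1536-well format; quantitative HTS.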
# IP6K1 inh: inhibitors of human IP6K1. 140,000 compounds, 0.81% hits. activity change, % (series mostly up to about 58 µM). AID 1645851. IP6K1 kinase, ADP-Glo luminescence, 2 h; hits give low values. Q92551; in the data active = activity change below about -25%
# Target sequence (Q92551 whole entry, looked up): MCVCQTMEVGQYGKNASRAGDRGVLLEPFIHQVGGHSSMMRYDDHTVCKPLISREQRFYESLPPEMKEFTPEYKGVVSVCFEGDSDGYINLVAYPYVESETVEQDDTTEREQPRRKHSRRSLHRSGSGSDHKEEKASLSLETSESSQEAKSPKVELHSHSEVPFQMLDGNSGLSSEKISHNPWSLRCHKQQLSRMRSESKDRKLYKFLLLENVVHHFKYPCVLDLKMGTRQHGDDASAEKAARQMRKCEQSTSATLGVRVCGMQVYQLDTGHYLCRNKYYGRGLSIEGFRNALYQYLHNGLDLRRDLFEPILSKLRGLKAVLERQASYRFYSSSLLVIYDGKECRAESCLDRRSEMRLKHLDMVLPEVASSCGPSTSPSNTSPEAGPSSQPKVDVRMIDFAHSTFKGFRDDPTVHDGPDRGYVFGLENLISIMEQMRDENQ
#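 ADP-Glo luminescence measures ADP made by human IP6K1 during a 2 h RT reaction with ATP/IP6 (mix at 1.3 mM/130 uM); top library doses 57.5 and 19.1 uM final.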
# GPT2 inhibitor: blocks human glutamate pyruvate transaminase 2; Q8TD30; Recombinant GPT2, coupled pyruvate oxidase/HRP Amplex Red fluorescence; Potency, µM (series often up to 57.7 µM), for the others: top-dose activity change, negative = inhibition, hits mostly inhibitors; 100,000 compounds, 0.25% hits; AID 1671188; also: potency is read from the fitted curve at half-maximal effect; nearly all actives have a fitted effect of over 60% in size; many of its hits are not listed in these tables
#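 Fluorescence of coupled pyruvate oxidase/HRP/Amplex Red system (50uM Amplex, 30 min, dark) reports pyruvate formed by GPT2. Enzyme reaction: 10ng/uL GPT2, 2mM L-alanine, 250uM a-KG, 30 min room temperature, pH 7.5; 50uM AOA control.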
# FLuc inh: inhibitors of firefly (Photinus pyralis) luciferase | Potency, µM (series often up to 115 µM), for the others: at the highest dose activity change, negative = inhibition, most hits filed as inhibitors | purified P. pyralis luciferase, luminescence, biochemical | 76,000 compounds, 2.5% hits | P08659; also: potency is read from the fitted curve at half-maximal effect; nearly all actives have a fitted effect of over 65% in size
# Target sequence (P08659 whole entry, looked up): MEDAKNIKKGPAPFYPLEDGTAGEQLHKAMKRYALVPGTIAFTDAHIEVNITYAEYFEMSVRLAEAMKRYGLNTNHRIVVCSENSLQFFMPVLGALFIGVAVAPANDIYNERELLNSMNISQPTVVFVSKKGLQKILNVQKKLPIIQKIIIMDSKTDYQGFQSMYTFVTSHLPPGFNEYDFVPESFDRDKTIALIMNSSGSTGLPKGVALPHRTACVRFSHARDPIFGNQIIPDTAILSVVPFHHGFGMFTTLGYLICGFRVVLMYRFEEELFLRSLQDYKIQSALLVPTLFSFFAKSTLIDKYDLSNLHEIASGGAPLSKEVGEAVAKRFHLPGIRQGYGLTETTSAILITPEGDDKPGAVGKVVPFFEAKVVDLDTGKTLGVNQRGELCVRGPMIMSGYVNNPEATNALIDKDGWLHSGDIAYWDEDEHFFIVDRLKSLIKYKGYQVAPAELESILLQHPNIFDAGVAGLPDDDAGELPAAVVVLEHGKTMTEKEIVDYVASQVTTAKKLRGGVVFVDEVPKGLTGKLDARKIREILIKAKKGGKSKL
#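 Purified P. pyralis luciferase (10nM final) in 50mM Tris acetate pH 7.5, 10mM Mg acetate, 0.01% Tween-20, 0.05% BSA with 10uM D-luciferin and 10uM ATP. Compounds titrated qHTS. Luminescence imaged on CCD.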
# Numbers without * were called inactive; i = inactive; ? = inconclusive; / = not tested or not shown; & = joins results of further samples; [ ] = dose if it differs, or a comment. Unless noted, calls follow the shape of the dose curve; as a rule, active = well fitted curve in the direction sought with a large enough effect; inconclusive = small, poorly fitted or top-dose-only effect, or another doubt; inactive = no such curve, though single readings can be large; an effect the other way counts as inactive or inconclusive. Unless noted, % is scaled to controls: 0 for no effect and ±100 for the full control effect.
# Each structure is followed by: SNCA expr inhib	HEK cytotox	SNCA viab count	3T3 cytotox	IP6K1 inh	GPT2 inhibitor	FLuc inh
CNC(=O)[C@H]1C[C@]2(CCCCN(C)C2=O)N(C(=O)C2CC2)[C@H]1c1ccco1
  /	i	/	?	-7	/	/
Cc1ccccc1Cn1c(CN2CCC(C(=O)NCc3cccnc3)CC2)cc2ccccc21
  -21%	/	-15%	/	21	/	/
O=C(NC1CCCC1)N1CCC(C(=O)N2CCCC(c3nc4ncccc4[nH]3)C2)CC1 (configuration not stated)
  30%[activator]	i	-2%	3%	-9	-1%	/
O=C(c1ccncc1)N1CCC2(CN[S+](=O)([O-])c3cnccc3O2)C1 (configuration not stated)
  -11%	i	0%	i	4	-1%	/
CN1c2cc(C(=O)Nc3cccc(Br)c3)ccc2C(=O)N2CCCCCC21 (configuration not stated)
  129%[activator]	?	0%[12.5 µM]	?	0	1%	?
COCC1(CNCC2CCCC2)C[C@@H](O)[C@@H](O)C1 (some centres not stated)
  8%[87.6 µM]	-3%[230 µM]	-11%[87.6 µM]	i	14	3%[88.5 µM]	2%[230 µM]
CC(=O)c1ccc(NC(=O)N2C[C@@H]3C[C@H](C2)c2ccc(NC(=O)Nc4cccc(C#N)c4)c(=O)n2C3)cc1
  7%	2%	-5%	4%	-4	i	?
O=C(CCC1CCCC1)N1CCC(c2noc(COc3ccc(F)cc3)n2)C1 (configuration not stated)
  -18%	45µM*	-2%	?	9	-8%	-7%
CSc1ccc(C2c3c(oc4cc(C)cc(C)c4c3=O)C(=O)N2Cc2ccco2)cc1 (configuration not stated)
  6%	/	0%	/	-8	/	/
CC(C)NC(=O)C[C@@H]1CCNC[C@@H]1Cc1cc(-c2ccccc2)on1
  ?	-27%[172 µM]	1%[87.6 µM]	-26%[174 µM]	10	2%[88.5 µM]	2%[172 µM]

# The listing continues.
# Each structure is followed by: SNCA expr inhib	HEK cytotox	SNCA viab count	3T3 cytotox	IP6K1 inh	GPT2 inhibitor	FLuc inh
CCOc1cccc2c1N[C@@H](c1ccc(C(=O)O)cc1)[C@H]1CC=C[C@@H]21
  -6%	/	-28%	/	-86*	/	/
CC1=C(C(=O)OC(C)C)C(c2ccccc2C)N2C(CC(=O)NC3CC3)=CSC2=N1 (configuration not stated)
  ?	?	-5%	-18%	8	-15%	-6%
COc1ccc(CNC(=O)C2Cn3cccc3C(=O)N2Cc2cccnc2)cc1OC (configuration not stated)
  -21%	-26%	3%	-15%	-10	i	-9%
CC(C)CNC(=O)c1cc(C2CC2)nc2onc(C3CCNC3)c12 (configuration not stated)
  -7%	-7%	-2%	i	-4	i	/
COC(=O)CNC(=O)C1CCc2nnc(-c3ccc(Cl)nc3)n21 (configuration not stated)
  6%	i	-1%	3%	-5	1%	/
CC(C)c1noc(-c2cn(C3CCN(C(=O)c4ccc(C#N)cc4)C3)nn2)n1 (configuration not stated)
  2%	?	1%	-14%	17	i	3%
CC(=O)N1CCN(c2ccc3nnc(C4CC4)n3n2)CC1
  /	0%[172 µM]	/	-15%[138 µM]	25	/	/
CN1C(=O)CC(C(=O)O)C12CCN(C(=O)Nc1cccc(F)c1)CC2 (configuration not stated)
  28%	0%	-4%	i	7	i	10%
CCOC(=O)c1noc2ncnc(Nc3cccc(OC)c3)c12
  ?	/	-3%	/	-9	/	/
CCOC(=O)C1CCC(CN(Cc2ccc(OC)cc2)S(=O)(=O)c2ccc(F)c(C(=O)Nc3ccc(C)c(C)c3)c2)CC1 (configuration not stated)
  -15%	/	-4%	/	12	/	/

# Continuation:
# Each structure is followed by: SNCA expr inhib	HEK cytotox	SNCA viab count	3T3 cytotox	IP6K1 inh	GPT2 inhibitor	FLuc inh
COc1ccc(CNC(=O)c2ccc(CS(=O)Cc3ccccc3Cl)o2)cc1 (configuration not stated)
  11%	/	-3%	/	55	/	/
CCc1ccc(-n2nc(C)c3c(C)cc(=O)n(CC(=O)Nc4ccc(OC)c(OC)c4)c32)cc1
  9%	/	3%	/	7	/	/
Cc1ccc(NC(=O)C(=O)NCC(c2cccnc2)N2CCN(Cc3ccccc3)CC2)cc1 (configuration not stated)
  -10%	/	-1%	/	0	/	/
Cc1ccc(NC(=O)Nc2cccc(-c3ccc(N4CCOCC4)nn3)c2)cc1F
  4%	-26%	-8%	-6%	2	i	?
O=C(NCCS(=O)(=O)N1CCN(c2ccccc2)CC1)C1CC(=O)N(c2ccccc2)C1 (configuration not stated)
  -10%	/	9%	/	5	/	/
O=C(Cn1cccc1-c1nc(-c2ccc(F)cc2)no1)Nc1ccc(F)c(F)c1
  9%	?	-3%	-22%	25	-5%	-7%
O=C1[C@@H]2C[C@@H](O)CN2C2(CN(C3CCC(F)(F)CC3)C2)C(=O)N1Cc1cccc(Cl)c1
  -6%	-24%	14%	-14%	28	?	5%
O=C(c1ccccn1)N1CCN(C(=O)c2nnn3c2COC(c2ccc(Cl)cc2)C3)CC1 (configuration not stated)
  17%	4%	4%	-7%	3	i	8%
CN1C[C@@H](N)C[C@H]1c1nc(-c2ccc3c(c2)OCO3)no1
  83%[activator][87.6 µM]	?	-3%[87.6 µM]	-3%[230 µM]	3	3%[88.5 µM]	?
CN(C)S(=O)(=O)c1ccc(CNC(=O)C2CCCN(CC(N)=O)C2)cc1 (configuration not stated)
  7%	-18%	-6%	-28%	-7	i	0%

# Single records (already shown). Order of values: SNCA expr inhib, HEK cytotox, SNCA viab count, 3T3 cytotox, IP6K1 inh, GPT2 inhibitor, FLuc inh
# Results for Cc1ccc(NC(=O)C(=O)NCC(c2cccnc2)N2CCN(Cc3ccccc3)CC2)cc1 (configuration not stated) → -10%, /, -1%, /, 0, /, /
# Results for O=C(Cn1cccc1-c1nc(-c2ccc(F)cc2)no1)Nc1ccc(F)c(F)c1 → 9%, ?, -3%, -22%, 25, -5%, -7%

# 5 entries already listed, sorted by count of non-hydrogen atoms, low to high.
# Each structure is followed by: SNCA expr inhib	HEK cytotox	SNCA viab count	3T3 cytotox	IP6K1 inh	GPT2 inhibitor	FLuc inh
CCOC(=O)c1noc2ncnc(Nc3cccc(OC)c3)c12
  ?	/	-3%	/	-9	/	/
CNC(=O)[C@H]1C[C@]2(CCCCN(C)C2=O)N(C(=O)C2CC2)[C@H]1c1ccco1
  /	i	/	?	-7	/	/
O=C(CCC1CCCC1)N1CCC(c2noc(COc3ccc(F)cc3)n2)C1 (configuration not stated)
  -18%	45µM*	-2%	?	9	-8%	-7%
Cc1ccc(NC(=O)Nc2cccc(-c3ccc(N4CCOCC4)nn3)c2)cc1F
  4%	-26%	-8%	-6%	2	i	?
CCOC(=O)C1CCC(CN(Cc2ccc(OC)cc2)S(=O)(=O)c2ccc(F)c(C(=O)Nc3ccc(C)c(C)c3)c2)CC1 (configuration not stated)
  -15%	/	-4%	/	12	/	/

# More results:
mol	SNCA expr inhib	HEK cytotox	SNCA viab count	3T3 cytotox	IP6K1 inh	GPT2 inhibitor	FLuc inh
O=C(c1ccc(Cl)cc1)N1CC2(CCN(CC3CCCCC3)CC2)Cc2ccccc21	-21%	?	-17%	?	-7	i	/
COc1ccccc1CNc1ccc(-c2nc(C)no2)cc1[N+](=O)[O-]	14%	/	-15%	/	1	/	/
O=C1O[C@@H]2CN(S(=O)(=O)N3CCCC3)C[C@@H]2N1CCc1cccc(Cl)c1	-4%	-27%	-1%	-2%	-6	i	4%
COc1ccc(-c2ccc(C(=O)N3CCN(C(=O)c4c(C)noc4C)CC3)cc2)nn1	/	0%	/	-27%	4	/	/
COc1cccc(CN(C(=O)c2oc3ccccc3c2C)C2CCS(=O)(=O)C2)c1 (configuration not stated)	-5%	/	?	/	1	/	/
CCOc1ccc(NC(=O)CSC2=Nc3ccccc3C3=NC(CCC(=O)NCc4ccco4)C(=O)N23)cc1 (configuration not stated)	69%[activator]	/	4%	/	4	/	/
CCOC(=O)C1CCCN(C(=O)C2CC(c3ccc(CC)cc3)CN(C(=O)c3ccoc3)C2)C1 (configuration not stated)	2%	45µM*	-6%	?	-13	2%	3%
COc1ccc(CCN2CC(NCc3ccc(-n4cccn4)cc3)CC2=O)cc1 (configuration not stated)	-24%	-20%	4%	-21%	20	i	-4%
CC(=O)N1CCN(C(=O)N2CC3CC(C2)[C@H]2CCCC(=O)N2C3)CC1 (some centres not stated)	-22%	4%	1%	i	1	4%	-5%
O=C(CCc1nc2ccccc2[nH]1)NC1CCN(C(=O)N2CC3CC(C2)[C@H]2CCCC(=O)N2C3)CC1 (some centres not stated)	5%	40%[activator]	-7%	i	0	3%	7%
CCOC(=O)c1ncn2c1CN(C)C(=O)c1cc(F)ccc1-2	-12%	/	-5%	/	2	-1%&-4%	/
CCc1ccccc1S(=O)(=O)N1C[C@@H](F)C[C@H]1C(=O)N1CCCCC1	-20%	2%	-19%	-1%	11	i	3%
O=C1[C@@H]2C[C@@H](O)CN2C2(CN(C3Cc4ccccc4C3)C2)C(=O)N1Cc1ccccc1F	5%	i	-4%	5%	-8	-1%	7%
Cc1cccc(OCCCSc2nc(-c3ccc(C(C)(C)C)cc3)nc3cc(=O)[nH]n23)c1C	22%	/	6%	/	-2	/	/
O=C(Nc1c(C(=O)c2ccccc2)oc2ccccc12)c1cc(=O)c2ccccc2o1	-3%	/	5%	/	9	/	/
COc1ccc(C2Cn3nnc(-c4noc(Cc5ccccc5OC)n4)c3CO2)cc1 (configuration not stated)	?	-23%	-1%	-21%	0	-4%	2%
CCc1ccc(OCC(=O)N(Cc2cccs2)c2ccc(Cl)cc2)cc1	-13%	/	3%	/	1	/	/
CN(C)CC(C)(C)NC(=O)c1csc2nc(-c3cccc(C(F)(F)F)c3)cn12	-14%	45µM*	-1%	?	17	1%[11.5 µM]	-16%
Cc1ccc(CNC(=O)CCS(=O)(=O)c2cc3c4c(c2)CCN4C(=O)CC3)cc1	30%[activator]	/	-3%	/	-3	/	/
COc1cccc(C(=O)N2CCc3nc(C(C)C)nc(-c4ccc(Cl)cc4)c3C2)c1	-18%	89µM*	-10%	?	-8	-2%	/

# Next part:
mol	SNCA expr inhib	HEK cytotox	SNCA viab count	3T3 cytotox	IP6K1 inh	GPT2 inhibitor	FLuc inh
CCOC(=O)c1cc(-c2ccc(OC)cc2)n(CCC(=O)Nc2nc3ccc(OCC)cc3s2)c1C	-12%	/	12%	/	-4	/	/
CCc1ccc(OCC(=O)NC(Cc2c[nH]c3ccccc23)C(=O)O)cc1 (configuration not stated)	-26%	/	-1%	/	-5	/	/
CCCCN(C)CCNC(=O)c1cc(-c2cccnc2)nc2ccc(S(=O)(=O)N3CCC(C)CC3)cc12	6%	/	5%	/	7	/	/
COc1cccc(CNC(=O)c2cnc3c(-c4ccc(F)cc4)c(C)nn3c2C)c1	14%	/	3%	/	21	/	/
